uPA surface inh: qHTS for Inhibitors of Cell Surface uPA Generation; Potency, µM (titrated, usually from 38.3 µM), for the others: at the highest dose activity change, negative = inhibition, usual class: inhibitors; cell surface uPA generation assay, qHTS; AID 540303, 2011; 0.31% of 330,000 active; active means well fitted inhibition curve with a large enough effect; inconclusive means small, poorly fitted or top-dose-only effect; inactive means no such curve, though single readings can be large or run the other way; tested in mouse RAW 264.7 cells; further: on the % scale 0 is the no-effect control and ±100 the full control effect; nearly all actives have a fitted effect of over 55% in size
p53 reactivator: qHTS assay for re-activators of p53 using a Luc reporter. 0.063% of 320,000 active. H1299 p53-A138V BP100-luciferase reporter, luminescence, 24 h. Potency, µM (titrated, usually from 92.2 µM), without a hit: top-dose activity change, positive = activation, most hits filed as activators. AID 504706, 2011; further: % of control where 0% means no effect; nearly all actives have a fitted effect of over 45% in size
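H1299 (p53-null), stable ts p53-A138V + BP100-Luc; 1000 cells/well, Opti-MEM/10% FBS; cpd 4 pt, 1:5; 24 h, 37 deg C, 5% CO2; detection reagent 10 min RT; luminescence.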
Rab9 prom act: qHTS Assay for Rab9 Promoter Activators | Huh7 Rab9 promoter-luciferase reporter, luminescence, 24 h | Potency, µM (series often up to 9.22 µM), without a hit: at the top dose activation, negative = inhibition, most hits filed as activators | 2.8% of 320,000 active | AID 485297, 2010; further: % of control where 0% means no effect; nearly all actives have a fitted effect of over 60% in size
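Promoter activation is measured as luciferase luminescence in Huh7 cells stably transfected with a Rab9 promoter–luciferase construct, following 24 h compound exposure at 37 °C and 10 min reagent incubation at ambient temperature.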
FLuc counter: qHTS profiling assay for firefly luciferase inhibitor/activator using purifed enzyme and Km concentrations of substrates (counterscreen for miR-21 project); Luciferin 4-monooxygenase (Photinus pyralis), P08659; AID 588342, 2011; purified FLuc, Km substrates, luminescence inhibition; Potency, µM (top dose mostly 57.5 µM), for the others: at the top dose activity change, negative = inhibition, actives largely listed as inhibitors; 6.9% of 360,000 active;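 further: plate controls were vehicle for no effect and reference inhibitor for full effect; nearly all actives have a fitted effect of over 55% in size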
Target sequence (P08659 whole entry, looked up): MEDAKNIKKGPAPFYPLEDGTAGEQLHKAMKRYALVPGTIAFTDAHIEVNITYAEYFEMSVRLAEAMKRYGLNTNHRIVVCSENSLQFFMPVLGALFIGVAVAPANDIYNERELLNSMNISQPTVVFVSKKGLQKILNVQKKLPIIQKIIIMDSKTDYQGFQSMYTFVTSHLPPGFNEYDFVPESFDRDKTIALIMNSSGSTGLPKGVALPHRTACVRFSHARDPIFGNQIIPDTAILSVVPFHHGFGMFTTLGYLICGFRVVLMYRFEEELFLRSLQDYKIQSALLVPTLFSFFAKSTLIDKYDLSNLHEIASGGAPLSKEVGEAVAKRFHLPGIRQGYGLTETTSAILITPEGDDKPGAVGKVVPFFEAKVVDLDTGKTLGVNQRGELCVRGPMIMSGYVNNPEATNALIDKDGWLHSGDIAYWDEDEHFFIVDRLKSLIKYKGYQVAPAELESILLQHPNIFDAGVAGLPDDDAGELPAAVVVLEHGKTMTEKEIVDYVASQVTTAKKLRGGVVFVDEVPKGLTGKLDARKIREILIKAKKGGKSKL
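Purified P. pyralis luciferase, 10 nM final, with Km-level 10 uM D-luciferin and 10 uM ATP in 50 mM Tris acetate pH 7.5, 10 mM Mg acetate, 0.01% Tween-20, 0.05% BSA; 6-point qHTS titration about 60 µM downward; luminescence read.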
ELG1 genotoxic: qHTS screen for small molecules that induce genotoxicity in human embryonic kidney (HEK293T) cells expressing luciferase-tagged ELG1. AID 504466, 2011. 1.3% of 330,000 active. Potency, µM (doses to about 46 µM), for inactives: at the highest dose activity change, positive = activation, hits mostly activators. HEK293T ELG1-luciferase reporter, luminescence, 16 h; further: % of control where 0% means no effect; nearly all actives have a fitted effect of over 60% in size
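Screening used a luciferase reporter fused to human ELG1 in HEK293T cells. Luminescence was read on a CCD plate imager after 16 hr exposure and 30 min ONE-Glo incubation.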
VP16 counter: VP16 counterscreen qHTS for inhibitors of ROR gamma transcriptional activity; Drosophila S2 Gal4-VP16 UAS-luciferase, luminescence, 20 h; Potency, µM (doses to about 53.6 µM), without a hit: at the top dose activity, negative = inhibition, usual class: inhibitors; 3.5% of 310,000 active;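 further: Gal4-VP16 expression switched on by copper sulfate through the metallothionein promoter; on the % scale 0 is the no-effect control and ±100 the full control effect; nearly all actives have a fitted effect of over 50% in size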
MBNL1-CUG inh: qHTS Assay for Inhibitors of MBNL1-poly(CUG) RNA binding. Potency, µM (doses to about 57.5 µM), without a hit: at the highest dose activity change, negative = inhibition, most hits filed as inhibitors. 0.036% of 280,000 active. TR-FRET MBNL1-His/biotin-(CUG)12 binding, 665/545 ratio. AID 2675, 2010; active means well fitted inhibition curve with a large enough effect in the signal ratio, with a control signal flat, not every such curve was filed as active; inconclusive means small, poorly fitted or top-dose-only effect, or effect the other way, or a change in a side signal; inactive means no such curve, though single readings can be large or run the other way; the % refers to the signal ratio; further: on the % scale 0 is the no-effect control and ±100 the full control effect
Target sequence (Q9NR56 whole entry, looked up): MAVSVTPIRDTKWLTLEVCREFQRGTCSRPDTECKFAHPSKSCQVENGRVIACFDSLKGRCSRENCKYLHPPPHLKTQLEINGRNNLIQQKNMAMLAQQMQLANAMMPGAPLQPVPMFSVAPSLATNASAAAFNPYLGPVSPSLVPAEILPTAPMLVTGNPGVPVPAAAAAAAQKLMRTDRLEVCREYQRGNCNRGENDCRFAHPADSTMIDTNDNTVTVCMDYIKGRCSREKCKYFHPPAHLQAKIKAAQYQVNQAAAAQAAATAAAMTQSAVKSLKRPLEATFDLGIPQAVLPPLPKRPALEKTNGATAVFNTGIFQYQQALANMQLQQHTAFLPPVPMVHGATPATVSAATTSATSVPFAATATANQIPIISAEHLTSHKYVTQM
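His-tagged MBNL1 binding to biotinylated (CUG)12 RNA was measured by TR-FRET using terbium anti-His antibody (0.055 ng/ul final) and streptavidin-XL665 (5 nM final). Compounds were titrated 92 nM to 58 uM; 60 min at room temperature.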
NPC1 prom act: qHTS Assay for NPC1 Promoter Activators; Huh7 NPC1 promoter luciferase reporter, 24 h; Potency, µM (top dose mostly 9.22 µM), inactives show at the highest dose activation, actives largely listed as activators; 2.4% of 320,000 active; AID 485313, 2010;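 further: % of control where 0% means no effect; nearly all actives have a fitted effect of over 60% in size; reporter is driven by a mutant NPC1 promoter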
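Compounds in DMSO were transferred onto Huh7 NPC1-luciferase reporter cells pre-incubated 2 h; after 24 h at 37 °C, Amplite reagent was dispensed and luminescence recorded 10 min later.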
RORg inh: qHTS for inhibitors of ROR gamma transcriptional activity | Nuclear receptor ROR-gamma (Mus musculus), P51450 | Drosophila S2 Gal4-RORgamma UAS-luciferase reporter, 20 h | Potency, µM (top dose mostly 53.6 µM), for inactives: top-dose activity change, negative = inhibition, usual class: inhibitors | 5.4% of 310,000 active; further: on the % scale 0 is the no-effect control and ±100 the full control effect; nearly all actives have a fitted effect of over 60% in size
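Drosophila Schneider cells stably carrying a metallothionein-driven Gal4 DBD–ROR gamma fusion and a UAS-Photinus luciferase reporter were exposed to compound for 1 hr, then induced with copper sulfate (700 uM final) for 20 hr at ambient temperature before luminescence reading.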
BRCA1 expr up: qHTS Assay to Identify Small Molecule Activators of BRCA1 Expression; 1.1% of 380,000 active; Potency, µM (highest dose often 46.1 µM), without a hit: at the top dose activation, usual class: activators; MCF7-BRCA1-FFLuc reporter, luminescence, 48 h; response scale: scaled: vehicle 0%, 10 µM genistein 100%; further: nearly all actives have a fitted effect of over 80% in size; some results filed as inactive show a strong effect at the top dose
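Luminescence from a BRCA1-driven firefly luciferase in MCF7 cells was read after 48 h compound exposure at 37 C. Data normalized against DMSO and a 10microM genistein activation control, then curve-fitted across the titration.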
Active calls of the source: *; ? = inconclusive; · = no result given; [ ] = remark or other dose. Unless noted, the call rests on the fitted dose curve; in most records, active means well fitted curve in the direction sought with a large enough effect; inconclusive means small, poorly fitted or top-dose-only effect, or another doubt; inactive means no such curve, though single readings can be large; an effect the other way counts as inactive or inconclusive. Potency means the concentration at half of the fitted maximal effect.

1) CC(C)Cn1[nH]c2c3c(ccc2c1=O)C(=O)c1ccccc1C3=O
2) CCn1c2ccccc2c(=O)c2ccccc21
3) Cc1ccc(N2C(=O)C3C4C=CC(CNC(=S)Nc5ccc(F)cc5)(O4)C3C2=O)cc1 (stereo not drawn)
4) COC(=O)c1cc(-c2c(C)oc3cc(OC(C)C)ccc3c2=O)c(C)o1
5) Cc1cnc(C(=O)Nc2nnc(SCc3c(Cl)cccc3Cl)s2)cn1
6) CCN1CCN(C(=O)Nc2ccc(OC)cc2OC)CC1
7) COc1ccc(-c2noc(CCC(=O)N3CCN(c4cccc(OC)c4)CC3)n2)cc1
8) COc1ccc(-c2oc3ccc(-c4cc(OC)c(OC)c(OC)c4)cc3c2C(=O)c2ccc(OC)nc2)cc1
screen / no.,1,2,3,4,5,6,7,8
uPA surface inh,-5%,-6%,2%,4%,-14%,0%,6%,10%
p53 reactivator,17%,0%,?,-3%,3%,-2%,15%,·
Rab9 prom act,-5%,-2%,-7%,-2%,-11%,-10%,·,-1%
FLuc counter,?,3%,0%,-4%,1%,0%,·,1%
ELG1 genotoxic,3%,-14%,0%,-1%,4%,-1%,-7%,-7%
VP16 counter,-8%,18%,4µM*,-28%,5µM*,10%,·,-2%
MBNL1-CUG inh,?,-6%,-22%,-3%,-7%,-7%,·,-4%
NPC1 prom act,2%,-2%,0%,-1%,1%,7%,·,-3%
RORg inh,?,-25%,4.5µM*,?,2µM*,1%,·,5%
BRCA1 expr up,-72%,0%,-32%,0%,-40%,-6%,-15%,10%

9) Cc1cccnc1NC(=O)C12CCC(C)(C(=O)O1)C2(C)C (stereo not drawn)
10) O=C(Nc1cccc2ccccc12)C1CCN(C(=O)NCc2ccccc2)CC1
11) COc1ccc(CNC(=O)c2ccc(Cl)c(NC3=NC4CS(=O)(=O)CC4S3)c2)cc1 (stereo not drawn)
12) CCn1c(C)nc([N+](=O)[O-])c1Sc1ccc(F)cc1
13) COc1c(/C=N/NS(=O)(=O)c2ccc(C)cc2)c(CCN(C)C(C)=O)cc2c1OCO2
14) Cc1ccc2c(C(=O)CN3CCC(C(N)=O)CC3)c(C)[nH]c2c1
15) CC(CC(=O)OCC(=O)NCc1ccc(Cl)cc1)c1ccccc1 (stereo not drawn)
16) Cc1ccc(C(=O)OCC(=O)N(Cc2ccccc2)C(C)C)cc1C
screen / no.,9,10,11,12,13,14,15,16
uPA surface inh,·,-4%,-22%,?,1%,·,-5%,7%
p53 reactivator,-7%,12%,·,1%,0%,1%,6%,-1%
Rab9 prom act,2%,-4%,1%,-5%,-1%,-2%,-1%,·
FLuc counter,-1%,-6%,5%,3%,-2%,-1%,11%,·
ELG1 genotoxic,1%,-1%,6%,-5%,6%,3%,2%,-2%
VP16 counter,-3%,-1%,1%,-11%,4%,-8%,·,·
MBNL1-CUG inh,0%,-2%,7%,?,-6%,2%,·,·
NPC1 prom act,-2%,4%,-1%,-1%,-3%,1%,-2%,·
RORg inh,-6%,5%,-11%,-26%,-11%,3%,·,·
BRCA1 expr up,-1%,-15%,-2%,-14%,-4%,·,2%,-1%

3 entries out of the list above, arranged by the value under Rab9 prom act, falling:
| cpd | mol | Rab9 prom act |
| --- | --- | --- |
| 11 | COc1ccc(CNC(=O)c2ccc(Cl)c(NC3=NC4CS(=O)(=O)CC4S3)c2)cc1 (stereo not drawn) | 1% |
| 15 | CC(CC(=O)OCC(=O)NCc1ccc(Cl)cc1)c1ccccc1 (stereo not drawn) | -1% |
| 10 | O=C(Nc1cccc2ccccc12)C1CCN(C(=O)NCc2ccccc2)CC1 | -4% |

(more compounds)
17) CC(OC(=O)c1ccccn1)C(=O)Nc1ccc(C(F)(F)F)cc1 (stereo not drawn)
18) c1cnn(-c2cncc(-n3cccn3)n2)c1
19) Cc1cccc(NC(=S)N2CCN(C(=O)c3ccco3)CC2)c1C
20) O=C(C[C@@H]1C/C=C\C[C@@H](NC(=O)OCC2c3ccccc3-c3ccccc32)C(=O)OCCNC1=O)N[C@@H](CO)Cc1ccccc1
21) O=C(CO/N=C1\CCCc2nonc21)Nc1ccc(Br)cc1
22) Cc1cccc(C)c1NC(=O)N1CC(C)OC(C)C1 (stereo not drawn)
23) CC1CCCN(C(=O)CCS(=O)(=O)c2ccc3c(c2)NC(=O)C(C)S3)C1 (stereo not drawn)
24) COc1ccccc1Oc1ccc(N/C=C/C(=O)C(C)(C)C)cc1
screen / no.,17,18,19,20,21,22,23,24
uPA surface inh,-2%,-4%,-1%,-19%,5%,-2%,-7%,-1%
p53 reactivator,0%,9%,5%,6%,10%,3%,-1%,-3%
Rab9 prom act,2%,26%,-5%,·,1%,1%,1%,-5%
FLuc counter,5%,-16%,-2%,·,-7%,0%,-2%,?
ELG1 genotoxic,0%,5%,0%,-1%,-5%,4%,0%,5%
VP16 counter,·,-5%,-20%,·,3%,-4%,-3%,15%
MBNL1-CUG inh,·,-10%,1%,·,0%,-4%,-3%,-6%
NPC1 prom act,6%,2%,-2%,·,9%,1%,1%,-7%
RORg inh,·,7%,-14%,·,15%,1%,5%,?
BRCA1 expr up,-14%,0%,12%,0%,-51%,17%,0%,-22%

25) Cc1nc2nc(SCC(=O)NCc3ccco3)nn2c(C)c1Cc1c(F)cccc1Cl
26) Cc1cc(C)c(C(=O)CSc2nnc(C)c(=O)[nH]2)cc1C
27) C=CCn1c2ccccc2c2nn(C)c(=S)nc21
28) Cc1cccc(-c2cc(N)n(-c3ccccc3)n2)c1
29) CCOc1ccc(-n2c(C)cc(/C=N/N(C)C)c2C)cc1
30) COc1ccc(S(=O)(=O)Nc2ccc3c(c2)C(=O)N([C@@H](C)CO)C[C@H](C)[C@H](CN(C)CC2CC2)O3)cc1
31) Cc1ccc(Cn2nnc3c(=O)n(CC(=O)c4ccccc4)cnc32)cc1
32) COc1ccccc1NC(=S)NC(=O)c1ccc(-c2ccc(Cl)cc2)o1
screen / no.,25,26,27,28,29,30,31,32
uPA surface inh,1%,0%,2%,-12%,?,-4%,5%,-21%
p53 reactivator,-7%,1%,2%,24%,11%,-2%,-2%,5%
Rab9 prom act,0%,-1%,3%,0.79µM*,1%,·,-6%,-9%
FLuc counter,3%,?,-6%,4.3µM*,3%,·,1%,-4%
ELG1 genotoxic,-4%,1%,-2%,?,-3%,7%,7%,6%
VP16 counter,2%,-1%,10%,6%,7%,·,-15%,?
MBNL1-CUG inh,-7%,14%,28%,·,6%,·,31%[activator],-9%
NPC1 prom act,0%,-7%,2%,1.3µM*,13%,·,-1%,-3%
RORg inh,-9%,19%,6%,?,9%,·,13%,1.8µM*
BRCA1 expr up,-28%,-12%,-45%,?,-30%,1%,19%,21%

33) Cc1[nH]c2ccccc2c1CN1CCc2ccccc2C1
34) Cc1cccc(NC(=S)NCC(c2cccnc2)N(C)C)c1C (stereo not drawn)
35) CCSc1nnc(NC(=O)C2C3CCC(C3)C2C(=O)O)s1 (stereo not drawn)
36) COCCCn1c(SCc2cccc(OC)c2)nc2cc(OC)c(OC)cc2c1=N
37) Cc1ccc(CNS(=O)(=O)c2c(C(=O)N3CCCCC3)c(C)n(C)c2C)cc1
38) CCOc1ccc(NC(=O)NC(C)c2ccc3c(c2)OCO3)cc1 (stereo not drawn)
39) COc1ccccc1N1CCN(Cc2cc(Br)c(O)c3ncccc23)CC1
screen / no.,33,34,35,36,37,38,39
uPA surface inh,0%,2%,4%,1%,-1%,4%,2.8µM*
p53 reactivator,-2%,0%,12%,-7%,5%,-9%,12%
Rab9 prom act,17%,-2%,-5%,-1%,0%,8%,-30%[inhibitor]
FLuc counter,-5%,6%,-6%,-5%,2%,-2%,0%
ELG1 genotoxic,11%,0%,2%,-7%,1%[9.26 µM],0%,7%
VP16 counter,?,5%,-19%[10 µM],?,3%,-6%,1.4µM*
MBNL1-CUG inh,2%,-6%,-6%,3%,-4%,-4%,15%
NPC1 prom act,1%,2%,-2%,-2%,-2%,-2%,-27%
RORg inh,11µM*,-26%,-2%,?,-2%,-14%,1.1µM*
BRCA1 expr up,10%,11%,4%,-32%,5%,11%,-76%

Bioassay records from PubChem BioAssay.
